FN deposit inh – fibronectin deposition inhibition; AID 743247; 0.086% of 350,000 active; inhibition, % at 12.6 µM; AH1F fibroblasts, Alexa488-fibronectin deposition fluorescence, overnight;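 active means mean inhibition across replicates of 30% or more, regardless of how many single replicates reach that level; inconclusive means mean under 30% yet at least half of replicates reach 30%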;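 further: positive control wells lacked labelled fibronectin entirely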
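Assay system: AH1F fibroblast monolayer, labelled fibronectin deposition. Amount: 10000 cells per well. Also added: labelled fibronectin 24 nM. Compound: single-point pinned compound. Incubation: cell attachment 1 h, compound and FN exposure overnight. Detection: fluorescence after three HBSS washes, excitation 485 nm, emission 525 nm. Read-out: inhibition of fibronectin deposition signal.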
LGR2 antag – Drosophila LGR2 receptor signaling inhibition | HEK293 LGR2, CRE-luciferase, bursicon-stimulated, 4 h | inhibition, % at 9.99 µM | 0.35% of 380,000 active | AID 720647;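 active means drop in luminescence signal, shown as inhibition above about 50% in the replicate tests, limit read from the data, passing the limit was not always enough; inconclusive means probably only some replicates passing the limit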;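 further: agonist challenge used bursicon conditioned medium at about half maximal strength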
esBAF inh – SWI/SNF esBAF complex inhibition; reporter increase, % at 12.5 µM; mouse ES cells, Bmi1-luciferase knock-in reporter, 24 h; 100% = twice the neutral-well signal; 2% of 350,000 active; in the data active means activation above about 40%; inconclusive means no clear call, values can overlap the other calls;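 further: 0% = median of the plate's neutral control wells and 100% = double that signal; a rise in the Bmi1 reporter signal indicates esBAF inhibition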
Statin myotox sup – protects C2C12 myotubes from simvastatin toxicity | ATP luminescence, 48 h; scaled: DMSO 0, geranylgeraniol control 100 | 0.78% of 330,000 active | rescue of ATP level, % at 7.49 µM | AID 602340;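 active means mean ATP rescue above about 67%, or every replicate alone reaching that limit, limit read from the data, passing the limit was not always enough; inconclusive means no clear call, values can overlap the other calls; inactive means mean under the limit and some replicate under it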;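 further: myotubes were challenged with 10 µM simvastatin during compound exposure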
S100A4 MyoIIA – inhibitors of human S100A4 binding to myosin IIA peptide; 0.14% of 360,000 active; inhibition, % at 10.7 µM; S100A4/TAMRA-MyoIIA peptide fluorescence polarization; P26447; AID 652163;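 active means mean inhibition of at least 70% across replicates, with every replicate also reaching that level; inconclusive means mean inhibition reaches 70% but some replicates fall short; inactive means mean inhibition below 70%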
Target sequence (P26447 whole entry, looked up): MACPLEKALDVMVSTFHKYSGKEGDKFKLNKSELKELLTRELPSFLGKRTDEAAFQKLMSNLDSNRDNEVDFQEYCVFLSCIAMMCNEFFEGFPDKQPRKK
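Test system: S100A4 monomer protein; Medium: HEPES pH 7.2 with CaCl2, KCl, NaCl, DTT, Triton; Probe or stimulus: TAMRA-labelled myosin IIA heavy-chain peptide probe, 5 nM; Doses: one dose per compound; Times: polarization read 5 min after assay mix addition, stable 5–60 min; Benchmarks: neutral control DMSO, positive control TFP.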
CASP6 VEID inh – caspase-6 (human) enzyme inhibition; purified caspase-6, Z-VEID-R110 cleavage fluorescence; inhibition, % at 12.5 µM; 0.53% of 350,000 active;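 active means mean inhibition across replicates at least about 35%, with every replicate also reaching that limit, limit read from the data; inconclusive means only one of the two criteria met; inactive means neither criterion met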;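 further: 0% = median of neutral control wells and 100% = no fluorescence left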
Target sequence (P55212 24-179 limits assumed): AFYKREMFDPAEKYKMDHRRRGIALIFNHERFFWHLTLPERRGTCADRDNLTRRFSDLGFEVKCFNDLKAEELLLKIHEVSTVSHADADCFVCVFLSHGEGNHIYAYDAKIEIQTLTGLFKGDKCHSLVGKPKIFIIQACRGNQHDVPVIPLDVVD
Target sequence (P55212 194-293 limits assumed): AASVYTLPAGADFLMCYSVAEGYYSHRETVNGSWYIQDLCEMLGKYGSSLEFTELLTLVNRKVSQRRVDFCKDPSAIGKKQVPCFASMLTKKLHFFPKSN
SIRT5 inh – sirtuin-5 (human) deacylase inhibition; AID 652115; 1.1% of 330,000 active; inhibition, % at 15 µM; Q9NXA8; Purified SirT5, succinyl-peptide AMC, trypsin-coupled fluorescence; in the data active means inhibition above about 15%; inconclusive means no clear call, values can overlap the other calls
Target sequence (Q9NXA8 whole entry, looked up): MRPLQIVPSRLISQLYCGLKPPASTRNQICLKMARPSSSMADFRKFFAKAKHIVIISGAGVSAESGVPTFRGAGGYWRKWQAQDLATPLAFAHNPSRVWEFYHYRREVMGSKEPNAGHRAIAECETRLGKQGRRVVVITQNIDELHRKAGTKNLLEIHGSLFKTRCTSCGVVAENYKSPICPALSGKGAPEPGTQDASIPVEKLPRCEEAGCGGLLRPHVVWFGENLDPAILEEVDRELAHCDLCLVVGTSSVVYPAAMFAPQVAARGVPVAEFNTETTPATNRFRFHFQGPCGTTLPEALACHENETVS
An asterisk follows results filed as active; ? = inconclusive; . = not tested or not shown. Not all compounds are listed; the hit share may differ from the screen's.

SMILES	FN deposit inh	LGR2 antag	esBAF inh	Statin myotox sup	S100A4 MyoIIA	CASP6 VEID inh	SIRT5 inh
O=C(Nc1ccccc1)c1cc(C2CCCCN2C(=O)c2cccs2)on1 (configuration not stated)	0	13	-4	-5	-4	-2	-8
CC(=O)Nc1ccc(S(=O)(=O)N(CCc2ccccc2)CC(=O)N/N=C/c2ccc(C(=O)O)cc2)cc1	6	11	.	.	2	-2	-1
CCCN(C(=O)C(NC(=O)c1ccccc1)C(C)C)c1c(N)n(Cc2ccccc2)c(=O)[nH]c1=O (configuration not stated)	6	10	-4	10	8	2	-1
O=C(CSc1ccc(-c2ccccn2)nn1)N1CCCCC1	1	-42	.	.	2	0	15*
CC1CN(C(=O)c2ccc(COCC(F)(F)F)o2)CC(C)O1 (configuration not stated)	1	-3	6	4	.	.	.
O=S(=O)(CC(O)(c1ccccc1)c1ccccc1)CC(O)(c1ccccc1)c1ccccc1	4	1	.	.	-7	-1	-3
COc1ccc(N2CCN(C(=O)c3ccc4c(c3)[nH]c(=S)n3c5ccccc5nc43)CC2)cc1	-16	1	.	.	-9	11	0
C/C(=N\Nc1ccc2nncn2n1)c1ccco1	-5	25	.	.	-3	3	0
NC(=O)c1cc(C(=O)c2ccc(Cl)cc2)c[nH]1	-15	-2	.	.	1	1	-8
CNC(=O)C1Cc2c(-c3ccccc3Oc3ccccc3)ccnc2O1 (configuration not stated)	-1	7	.	.	0	0	0
C[C@@H]1CN([C@H](C)CO)C(=O)Cc2cc(N(C)C)ccc2O[C@H]1CN(C)CC1CC1	5	-13	-7	-35	-18	-1	3
Cc1cc(C)nc(NS(=O)(=O)c2ccc(NC(=O)c3cc(-c4ccccc4)nc4ccccc34)cc2)n1	-9	-2	.	.	-2	-2	.
O=C(NCCN1CCOCC1)c1ccc(CS(=O)c2ccccc2Cl)o1 (configuration not stated)	4	9	-1	-1	0	-2	-2
C[C@H](CO)N1C[C@H](C)[C@H](CN(C)Cc2ccccc2)Oc2cc(C#Cc3ccccn3)ccc2S1(=O)=O	3	14	-7	27	2	0	3
COc1ccc(Cl)cc1NC(=O)CN(C)C(=O)CCC(=O)c1cc(C)sc1C	-1	-1	.	.	-3	3	1
C[C@H]1CN([C@@H](C)CO)C(=O)Cc2cc(NC(=O)CCN3CCOCC3)ccc2O[C@@H]1CN(C)C(=O)Nc1ccc(F)cc1	.	-29	0	16	3	0	2
C[C@H](CO)N1C[C@H](C)[C@H](CN(C)Cc2ccncc2)Oc2ccc(NS(C)(=O)=O)cc2C1=O	.	-6	2	1	0	-4	-1
CCN(CC)c1ncnc2c1ncn2[C@H]1CN(Cc2ccc(Cl)cc2)C[C@@H](CO)O1	2	10	0	-6	2	1	-5
CCn1c(SC(C)C(=O)NC2CCCc3ccccc32)nnc1-c1cccs1 (configuration not stated)	.	-12	-6	15	.	.	.
COc1cc(Cl)c(C)cc1NC(=O)COC(=O)C1=NN(c2ccccc2)C(=O)CC1	1	-5	-13	3	-7	-3	-2
COc1ccc(CNn2c(-c3cccs3)nc3ccccc3c2=O)cc1OC	3	18	2	11	2	1	.
Cc1ccc(-n2c(Cn3cnc4ccccc43)nnc2SCC(=O)O)cc1	-3	.	8	3	.	.	.
Cc1ccc(S(=O)(=O)Nc2ccc3c(c2)C(=O)N([C@@H](C)CO)C[C@H](C)[C@H](CN(C)C)OCCCC[C@H](C)O3)cc1	6	-9	1	20	.	.	.
O=S(=O)(Nc1cccc(-c2nc3cccnc3s2)c1)c1ccc2c(c1)OCCO2	-7	-7	-7	20	-4	0	-4
COc1ccc(NC(=O)c2cccc(N3C(=O)C4C5C=CC(C5)C4C3=O)c2)c(OC)c1 (configuration not stated)	2	22	3	-17	1	2	2
O=S1(=O)CCO[C@H]2Cc3ccccc3[C@H]2N1Cc1cccc(C(F)(F)F)c1	3	13	-16	13	-3	2	0
COCC(=O)N1[C@@H]2c3ccc(C4=CCCCC4)c(=O)n3C[C@@H]2[C@@H](CO)[C@@H]1C(=O)N1CCOCC1	.	-1	11	35	-11	0	-15
CC(C)CC#Cc1ccc2c(c1)O[C@@H](CN(C)C(=O)c1ccccn1)[C@@H](C)CN([C@@H](C)CO)S2(=O)=O	.	-16	-1	31	-12	0	9
CC1=C(C(=O)N(C(C)C)C(C)C)CC(CC(=O)NC(c2ccccc2)c2ccccc2)C(=O)N1CCCN1CCCC1=O (configuration not stated)	-2	5	2	-1	4	-1	5
COCC#Cc1ccc2c(c1)O[C@@H](CN(C)S(=O)(=O)c1ccc(C)cc1)[C@H](C)CN([C@H](C)CO)S2(=O)=O	3	10	1	-109	-17	-1	4
Cc1noc(C)c1NC(=O)N(C)C[C@H]1Oc2ccc(NS(=O)(=O)c3cccs3)cc2C(=O)N([C@@H](C)CO)C[C@H]1C	.	-11	2	-57	0	5	1
C[C@@H]1CCCCO[C@H](CN(C)C(=O)c2ccncc2)[C@H](C)CN([C@H](C)CO)C(=O)c2cc(NS(=O)(=O)c3cccs3)ccc2O1	1	-5	-1	.	6	0	-4
C=CCOc1c(Br)cc(C2C3=C(CCCC3=O)N(C)C3=C2C(=O)CCC3)cc1OCC	-1	5	.	.	3	4	-11
COc1ccc2c3c(n(C)c2c1)[C@@H](CO)N(C(=O)CN1CCOCC1)CC31CN(C(=O)Nc2cccc(F)c2)C1	.	-21	.	.	5	2	-2
COc1ccc(C(CNC(=O)c2ccc(N3CCCC3=O)cc2)N2CCCC2)cc1 (configuration not stated)	-16	-1	-2	-2	1	-5	0
COc1cc(-c2noc(C)c2C(=O)NCCc2cccs2)cc(OC)c1OC	11	-8	-7	4	2	2	.
CC(C)C#Cc1cnc2c(c1)C(=O)N([C@@H](C)CO)C[C@H](C)[C@@H](CN(C)Cc1cccc(F)c1)O2	12	-11	3	13	26	0	1
Cn1ccnc1C(OC(=O)c1ccc(Cl)cc1)C(F)(F)F (configuration not stated)	-3	.	-4	0	-3	2	-2
O=C(Nc1ccccc1F)N1CCCCN2[C@@H](CO)[C@H](c3ccc(-c4cccnc4)cc3)[C@@H]2C1	.	0	.	.	-9	0	9
CC(=O)NC(c1ccc([N+](=O)[O-])cc1)c1c(O)ccc2ccccc12 (configuration not stated)	-3	-13	.	.	-7	3	-5
C[n+]1c(-c2ccccc2)sc([S-])c1-c1ccccc1	-14	10	.	.	5	-2	0
COCC(=O)Nc1ccc2c(c1)[C@@H]1C[C@H](CC(=O)NCc3ccncc3)O[C@@H](CO)[C@@H]1O2	-8	-7	-2	-5	7	-5	1
CCCN(CCC)S(=O)(=O)c1ccc(C(=O)NCc2ccc3c(c2)OCO3)cc1	1	.	-5	0	7	-2	-3
O=C(/C=C/c1ccc(F)cc1)c1cc(Br)ccc1O	-2	-17	.	.	-2	0	16*
COc1cccc(NC(=O)CN(C)C(=O)c2ccccc2OCC(=O)Nc2cccc(C(F)(F)F)c2)c1	-5	-2	2	-9	-2	1	-3
O=C(N1CCCCCC1)n1c(Cc2ccccc2)nc2ccccc21	1	.	6	-22	.	.	.
CN(C)CC(=O)N1CCCCN2[C@H](CO)[C@H](c3ccc(-c4cccnc4)cc3)[C@H]2C1	.	-7	.	.	-3	3	2
C=CCN(c1ccccc1Cl)S(=O)(=O)c1cccc(C(=O)NCCc2ccc(OC)cc2)c1	-9	8	12	-3	.	.	.
Cc1ccc(NC(=O)Nc2ccc3c(c2)OCO3)c(Br)c1	-1	-20	?	9	0	-1	-3
Clc1ccccc1-c1nnc2sc(-c3ccncc3)nn12	-18	-12	-6	16	-1	1	.
COc1cc2[nH]c(=O)c(C(=O)NCc3ccccc3Cl)c(O)c2cc1OC	4	2	-7	-4	-4	2	-5
C[C@@H]1CN([C@@H](C)CO)C(=O)c2cc(NS(=O)(=O)c3cn(C)cn3)ccc2O[C@@H]1CN(C)S(=O)(=O)c1cccs1	.	9	1	26	1	1	-2
O=C(CN1CCOCC1)NCC[C@@H]1CC[C@H](NS(=O)(=O)c2ccc(F)cc2)[C@H](CO)O1	.	-18	3	9	-5	-2	-2
C[C@@H]1CCCCO[C@H](CN(C)C(=O)C2CCCCC2)[C@@H](C)CN([C@H](C)CO)C(=O)c2cc(NS(C)(=O)=O)ccc2O1	.	-9	-5	-17	6	-2	0
Cc1ccc(/C=N/NC(=O)c2nnn(-c3nonc3N)c2CN(C)C)s1	0	5	2	-4	-3	-1	-2
Cc1cccc(OCc2nc3c4c(ncn3n2)-c2ccccc2CC42CCCC2)c1	-4	17	0	5	-1	0	0
C[C@@H]1CN([C@H](C)CO)C(=O)c2ccccc2-c2ccccc2CO[C@H]1CN(C)C(=O)[C@@H](Cc1ccccc1)N(C)C	6	-8	0	.	12	0	.
C[C@H]1CN([C@@H](C)CO)C(=O)c2cc(-c3ccc(C#N)cc3)cnc2O[C@H]1CN(C)C(=O)Nc1ccc(F)cc1	1	8	0	-1	3	-1	6
COc1ccc(Cl)cc1N1C(=NC(=O)C2CCCCC2)SC2CS(=O)(=O)CC21 (configuration not stated)	8	12	-77	2	-6	5	1
O=C(NCc1ccccn1)C(=O)N/N=C/c1ccc2c(c1)OCO2	5	-4	.	.	-2	-3	-1
Next results follow:
SMILES	FN deposit inh	LGR2 antag	esBAF inh	Statin myotox sup	S100A4 MyoIIA	CASP6 VEID inh	SIRT5 inh
CN(C)C(=O)C[C@H]1C=C[C@@H](NC(=O)C2CCOCC2)[C@H](CO)O1	-1	-4	.	.	16	4	-6
O=C(NCc1ccncc1)C1CCCN(S(=O)(=O)c2ccc(Br)cc2)C1 (configuration not stated)	.	-5	-26	10	-7	1	-2
O=C(C1CCOCC1)N1C[C@H]2[C@@H](c3ccccc31)[C@H](CO)N2Cc1ccccc1Cl	.	-9	-2	-3	0	-4	1
O=C(NCc1cccnc1)c1ccccc1CCc1ccccc1	1	-13	1	16	-5	3	-3
COc1ccc(/C=C/C(=O)c2cccc(-n3cnnn3)c2)cc1O	12	-7	1	-19	-1	3	-1
O=C(CNc1cccc(S(=O)(=O)N2CCCCCC2)c1)Nc1cccc([N+](=O)[O-])c1	2	40	6	-5	2	4	-2
COc1ccc(CCN(C)CC(O)COc2ccc(C(C)=O)cc2OC)cc1OC (configuration not stated)	0	-9	-5	-13	-4	-3	2
S=C(NN=Cc1ccccn1)Nc1ccccn1	7	0	-33	13	6	-1	-2
COc1ccc(N2CCN(C(c3ccccc3)c3nnnn3C(C)(C)C)CC2)cc1 (configuration not stated)	12	-2	.	.	0	0	1
COc1ccc(CCNC(=O)c2nonc2N)cc1OC	6	.	0	-14	.	.	.
C[C@@H]1CCCCO[C@@H](CN(C)S(=O)(=O)c2ccc(F)cc2)[C@@H](C)CN([C@@H](C)CO)C(=O)c2cc(NC(=O)c3ccncc3)ccc2O1	7	-18	-1	.	-28	-1	-1
CCOCCCNC(=O)C1c2ccccc2Oc2ccccc21	5	1	-11	8	0	41*	-6

In a second layout: results already given
COc1ccc(CCN(C)CC(O)COc2ccc(C(C)=O)cc2OC)cc1OC (configuration not stated)
- FN deposit inh: 0
- LGR2 antag: -9
- esBAF inh: -5
- Statin myotox sup: -13
- S100A4 MyoIIA: -4
- CASP6 VEID inh: -3
- SIRT5 inh: 2

S=C(NN=Cc1ccccn1)Nc1ccccn1
- FN deposit inh: 7
- LGR2 antag: 0
- esBAF inh: -33
- Statin myotox sup: 13
- S100A4 MyoIIA: 6
- CASP6 VEID inh: -1
- SIRT5 inh: -2

COc1ccc(N2CCN(C(c3ccccc3)c3nnnn3C(C)(C)C)CC2)cc1 (configuration not stated)
- FN deposit inh: 12
- LGR2 antag: -2
- esBAF inh: .
- Statin myotox sup: .
- S100A4 MyoIIA: 0
- CASP6 VEID inh: 0
- SIRT5 inh: 1

COc1ccc(CCNC(=O)c2nonc2N)cc1OC
- FN deposit inh: 6
- LGR2 antag: .
- esBAF inh: 0
- Statin myotox sup: -14
- S100A4 MyoIIA: .
- CASP6 VEID inh: .
- SIRT5 inh: .

Assay outcomes: PubChem BioAssay, Broad Institute
